# High-throughput results: PubChem, several laboratories
# KCNK3 block – human KCNK3 channel inhibition, primary screen; B-score at 10 µM; AID 602410; hit rate 0.84% among 340,000; CHO-KCNK3 thallium flux, FluxOR fluorescence; stronger effect = lower value; O14649;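 active = B-score under library mean minus 4 SD, starting fluorescence ratio at most library mean plus 5 SD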;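 also: more negative B-score means stronger inhibition of thallium flux through KCNK3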
# Target sequence (O14649 whole entry, looked up): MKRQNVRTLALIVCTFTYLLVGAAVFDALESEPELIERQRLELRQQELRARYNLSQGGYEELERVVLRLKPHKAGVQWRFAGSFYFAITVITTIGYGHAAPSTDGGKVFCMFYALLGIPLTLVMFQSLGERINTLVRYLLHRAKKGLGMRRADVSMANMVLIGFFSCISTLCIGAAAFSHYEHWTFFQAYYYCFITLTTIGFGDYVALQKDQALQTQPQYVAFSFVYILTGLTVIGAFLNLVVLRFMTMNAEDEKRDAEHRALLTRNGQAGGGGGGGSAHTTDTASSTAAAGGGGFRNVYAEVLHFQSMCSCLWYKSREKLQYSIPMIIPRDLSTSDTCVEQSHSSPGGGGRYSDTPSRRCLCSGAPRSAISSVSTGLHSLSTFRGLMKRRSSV
# HDAC3 inhib – human HDAC3 inhibition. O15379. recombinant HDAC3, fluorogenic peptide/trypsin coupled, fluorescence. inhibition, % at 8.3 µM. hit rate 0.15% among 320,000. AID 2718; in the data active = inhibition above about 26%, passing the limit was not always enough
# Target sequence (O15379 whole entry, looked up): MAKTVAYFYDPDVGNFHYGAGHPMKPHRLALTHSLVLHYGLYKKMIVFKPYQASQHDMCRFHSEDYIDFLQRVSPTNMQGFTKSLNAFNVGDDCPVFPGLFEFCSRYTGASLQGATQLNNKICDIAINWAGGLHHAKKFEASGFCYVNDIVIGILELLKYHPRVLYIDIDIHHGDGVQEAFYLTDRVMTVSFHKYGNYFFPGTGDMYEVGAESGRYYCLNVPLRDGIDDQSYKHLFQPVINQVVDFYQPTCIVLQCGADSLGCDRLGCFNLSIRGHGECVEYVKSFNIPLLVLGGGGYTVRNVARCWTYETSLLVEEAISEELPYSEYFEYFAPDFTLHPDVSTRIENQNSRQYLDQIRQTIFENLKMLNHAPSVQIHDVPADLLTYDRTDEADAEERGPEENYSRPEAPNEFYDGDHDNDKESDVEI
# ANO1 activ – activates or potentiates the mouse TMEM16A chloride channel; hit rate 0.3% among 340,000; AID 623877; B-score at 10 µM; HEK293 TMEM16A/YFP-H148Q/I152L, iodide quench fluorescence; stronger effect = lower value; Q8BHY3;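 active = fluorescence-ratio B-score plate-corrected deviation score at least 3 library SD below zero, with starting fluorescence score within 5 deviations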;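 also: channel opened by trigger with iodide after compound preincubation; score built on the fluorescence ratio of max minus min over baseline; more negative score means more quench and so TMEM16A activation or potentiation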
# * = called active by the depositor; i = inactive. Only part of the results is shown (hit frequency here may not be typical).
ANO1 activ,HDAC3 inhib,KCNK3 block,mol
i,4.8,i,CN(CC(=O)N1CCN(Cc2ccccc2)CC1)C(=O)Cc1ccc(Cl)c(Cl)c1
i,-5.8,i,Cc1ccc(S(=O)(=O)N2CCOCC2)cc1C(=O)OCC(=O)NC1CCCC1
i,18.6,-10.2*,CCCCn1nc(C(=O)Nc2ccc3c(c2)OCO3)c2ccccc2c1=O
i,9.0,i,CCCCCC(N)=O
i,-7.3,i,Cc1csc(SCC(=O)Nc2cc(C(N)=O)cc(C(N)=O)c2)n1
i,-3.2,i,N#CCCN(C(=O)COC(=O)CCC(=O)c1ccc(F)cc1)c1ccccc1
i,-2.2,i,COc1cc(/C=C/C(=O)OCC(=O)NC(C)c2ccccc2)cc(OC)c1OC (stereo not given)
i,-0.1,i,CCCn1c(N)c(C(=O)CSc2nnc(N)s2)c(=O)[nH]c1=O
i,1.7,i,COc1cccc(CN(C)C(=O)c2cccc(NC(=O)CC3SC(N4CCCCC4)=NC3=O)c2)c1OC (stereo not given)
i,7.3,i,COc1ccc(CCNC(=O)c2ccc(OCc3c(C)noc3C)c(OC)c2)cc1
i,0.9,i,CCCCN1C(=O)C(=O)N(CC(=O)Nc2cccc(C(C)=O)c2)C1=O
i,1.7,i,COc1cc(/C=C/C(=O)OCC(=O)Nc2ccc3c(c2)OCO3)ccc1O
i,5.3,i,Cc1ccc(NC(=O)COC(=O)c2cccnc2Cl)cc1S(=O)(=O)N1CCOCC1
i,0.9,i,O=C(CCC(=O)N1CCN(c2ccccc2F)CC1)c1ccc(Cl)s1
i,-2.5,i,CCCCN(C(=O)COC(=O)c1ccccc1)c1c(N)n(CCC)c(=O)[nH]c1=O
i,-0.3,i,Cc1ccc(NC(=O)COC(=O)CCNS(=O)(=O)c2c(Cl)cccc2Cl)cc1
i,5.0,i,Cc1ccc(S(=O)(=O)N(C)CC(=O)NCCCn2nc(C)cc2C)cc1
i,-0.9,i,CCCN(Cc1nnc(-c2cccs2)o1)C(=O)c1cc(S(=O)(=O)N2CCOCC2)ccc1C
i,0.3,i,CN(Cc1cccs1)C(=O)c1cc(S(=O)(=O)N2CCOCC2)ccc1N1CCCC1
i,-3.5,i,Cc1nc(SCC(=O)Nc2ccc3[nH]c(=O)[nH]c3c2)nc(C)c1C
i,13.0,i,O=C(CCS(=O)(=O)c1ccc(Cl)cc1)NC1CCCC1
i,10.9,-10.1*,Cc1cc(C)c(C)c(S(=O)(=O)N2CCN(c3ncnc4ccccc34)CC2)c1C
i,-0.1,i,Cc1cccc(C)c1NC(=O)CNC(=O)C(C)NC(C)c1ccccc1Br (stereo not given)
i,-1.0,i,COc1cc2c(cc1OC)CN(C(=O)C1CCCN(C(=O)c3ccc(Cl)cc3)C1)CC2 (stereo not given)
i,2.7,i,N#CC1(NC(=O)CSc2nc3ccccc3o2)CCCCC1
i,-9.8,i,CC1(c2ccc3c(c2)OCCO3)NC(=O)N(CC(=O)Nc2c(F)cccc2F)C1=O (stereo not given)
i,3.1,i,O=C(COC(=O)c1ccccc1OCc1ccc(Cl)cc1)NCC1CCCO1 (stereo not given)
i,-1.1,i,Cc1ccc(NC(=O)COc2ccc(N(C)S(=O)(=O)c3ccc(F)cc3)cc2)cc1
i,2.5,i,CC(=O)c1c[nH]c(C(=O)Nc2ccc(N3CCCCCC3)cc2)c1
i,-4.7,i,CCN(CC(=O)NCc1ccc(F)cc1)CC(=O)Nc1cc(S(=O)(=O)N(C)C)ccc1C
i,0.6,i,CCc1cc2c(SCC(=O)N3CCCC3=O)ncnc2s1
i,1.4,i,CCN(C(=O)Cn1c(=O)oc2ccccc21)c1c(N)n(Cc2ccccc2)c(=O)[nH]c1=O
i,7.4,i,O=C(COc1ccccc1)OCc1cc(-c2ccco2)on1
i,2.4,i,COC(=O)c1ccc(NC(=O)C2CCN(C(=O)Nc3ccccc3)CC2)cc1
i,-1.7,i,CCN(c1ccccc1)S(=O)(=O)c1cc(NC(=O)CN2CCN(C)CC2)ccc1Cl
i,1.0,i,CC(C)CC1NC(=O)N(CC(=O)Nc2cccc(Br)c2)C1=O (stereo not given)
i,-8.9,i,Cc1cc(=O)oc2cc(OCC(=O)N3CCCC3)c(Cl)cc12
i,1.0,i,Cc1ccc(C)c(S(=O)(=O)Nc2ccc(S(=O)(=O)Nc3ncccn3)cc2)c1
i,-2.8,i,Cc1ccc(C)c(OCC(=O)N2CCN(c3ncccn3)CC2)c1
i,3.2,i,CCOc1ccc2oc(C(=O)Nc3nccs3)c(C)c2c1
i,-4.6,i,COc1ccc(/C=C/C(=O)OCC(=O)Nc2ccc3c(c2)OCO3)cc1
i,-10.7,i,COc1cc(C(=O)COC(=O)c2ccco2)cc(OC)c1OC
i,2.1,i,Cc1cccc(C(=O)NC(C(=O)Nc2cccc(S(=O)(=O)N3CCCC3)c2)C(C)C)c1 (stereo not given)
i,0.2,i,CC1CCC2(CC1)NC(=O)N(CC(=O)NCc1ccc(F)cc1)C2=O (stereo not given)
i,-1.3,i,CCC(C)N(C(=O)CSc1nc(C)nc2ccccc12)C1CCS(=O)(=O)C1 (stereo not given)
i,0.1,i,CC(C)c1ccc(/C=C/C(=O)NCCCN2CCOCC2)cc1
i,1.8,i,Cc1ccc(C2(c3ccccc3)NC(=O)N(CC(=O)NC3CCS(=O)(=O)C3)C2=O)cc1C (stereo not given)
i,-0.4,i,COc1ccc(S(=O)(=O)N2CCN(C(=O)CC3CC4CCC3C4)CC2)cc1 (stereo not given)

# Retrieved by compound from above:
ANO1 activ,HDAC3 inhib,KCNK3 block,mol
i,-1.7,i,CCN(c1ccccc1)S(=O)(=O)c1cc(NC(=O)CN2CCN(C)CC2)ccc1Cl
i,-2.5,i,CCCCN(C(=O)COC(=O)c1ccccc1)c1c(N)n(CCC)c(=O)[nH]c1=O
i,1.0,i,CC(C)CC1NC(=O)N(CC(=O)Nc2cccc(Br)c2)C1=O (stereo not given)
i,18.6,-10.2*,CCCCn1nc(C(=O)Nc2ccc3c(c2)OCO3)c2ccccc2c1=O
i,7.4,i,O=C(COc1ccccc1)OCc1cc(-c2ccco2)on1
i,2.5,i,CC(=O)c1c[nH]c(C(=O)Nc2ccc(N3CCCCCC3)cc2)c1

# The main list resumes, repeating the 2 entries before the break.
ANO1 activ,HDAC3 inhib,KCNK3 block,mol
i,1.8,i,Cc1ccc(C2(c3ccccc3)NC(=O)N(CC(=O)NC3CCS(=O)(=O)C3)C2=O)cc1C (stereo not given)
i,-0.4,i,COc1ccc(S(=O)(=O)N2CCN(C(=O)CC3CC4CCC3C4)CC2)cc1 (stereo not given)
i,-0.7,i,Cc1ccc(S(=O)(=O)N2CCOCC2)cc1C(=O)NCc1ccccc1CN1CCCC1
i,-1.9,i,Nc1c(N(Cc2ccccc2)C(=O)COc2ccc(F)cc2Cl)c(=O)[nH]c(=O)n1Cc1ccccc1
i,-2.1,i,Cc1ccc(NC(=O)CN(C)C(=O)c2cccc(S(=O)(=O)N3CCc4ccccc43)c2)cc1
i,6.0,i,CCOC(=O)c1ccc(S(=O)(=O)Nc2cc(S(=O)(=O)Nc3ccc(OC)cc3)ccc2O)cc1
i,-3.2,i,Cc1ccc2nc(SCC(=O)N(C)C3CCS(=O)(=O)C3)[nH]c2c1 (stereo not given)
i,-1.6,i,O=C(COC(=O)c1ccc(Br)cc1)Nc1cccnc1Cl
i,0.4,i,CCOc1ccccc1OCCCC(=O)Nc1cccc(S(=O)(=O)N2CCOCC2)c1
i,4.6,i,COc1ccc(/C=C/C(=O)OCC(=O)NC2CCCC2)cc1OC
i,3.1,i,O=C(OCc1nnc(-c2ccccc2Br)o1)c1ccco1
i,-3.6,i,Cc1ccc(S(=O)(=O)NCCC(=O)NCCc2ccc(S(N)(=O)=O)cc2)cc1C
i,0.6,i,COc1cccc(NC(=O)COC(=O)CCC(=O)c2cccs2)c1
i,1.2,i,CCCCc1nnc(NC(=O)CCN2C(=O)C3CC=CCC3C2=O)s1 (stereo not given)
-37.5*,1.3,i,Cc1ccc(-c2nn(-c3ccc(F)cc3)cc2C(=O)N2CCN(C3CCS(=O)(=O)C3)CC2)cc1 (stereo not given)
i,-0.7,i,O=C(NN1C(=O)NC2(CCCCC2)C1=O)c1cccs1
i,-5.1,i,CCOC(=O)C1=C(COC(=O)c2ccc([N+](=O)[O-])s2)NC(=O)NC1C (stereo not given)
i,1.7,i,NS(=O)(=O)c1cccc(NC(=O)COC(=O)c2cc([N+](=O)[O-])ccc2N2CCCC2)c1
i,2.0,i,CCOC(=O)C1=C(C)NC(C)=C(C(=O)OCC)C1C(=O)OCC(=O)NC1CCCCC1
i,-2.3,i,COc1ccc(S(=O)(=O)N2CCN(C(=O)C3COc4ccccc4O3)CC2)cc1 (stereo not given)
i,-5.9,i,N#Cc1ccc(OCC(=O)N2CCc3ccccc32)cc1
i,-2.9,i,Cc1ccc(CONC(=O)c2ccc([N+](=O)[O-])cc2)cc1
i,0.1,i,Cc1ccc(NC(=O)C=NOCC(=O)Nc2cc(C)cc(C)c2)cc1
i,2.3,i,Cc1nc2ccc(NC(=O)c3oc4ccc(F)cc4c3C)cc2s1
i,-3.4,i,NS(=O)(=O)c1ccc(NC(=O)CSc2nc3ccccc3c(=O)n2Cc2ccncc2)cc1
i,-5.4,i,COc1cc(C(=O)NN2C(=O)NC3(CCC(C)CC3)C2=O)ccc1OC(F)F (stereo not given)
i,-2.9,i,CSc1ccccc1NC(=O)COC(=O)c1ccc(-n2nc(C)cc2C)cc1
i,-2.5,i,O=C(NCC(O)c1ccc([N+](=O)[O-])cc1)C1=COCCO1 (stereo not given)
i,-5.2,i,CCN(CC(=O)Nc1c(F)cccc1F)C(=O)c1ccccn1
i,-0.8,i,Cc1c(NC(=O)CSc2nc3ccccc3c(=O)n2C(C)C)c(=O)n(-c2ccccc2)n1C
i,-4.4,i,O=S(=O)(c1ccccc1F)N1CCN(c2nc(-c3cccnc3)nc3ccccc23)CC1
i,-2.5,i,CCN(CC)c1ccc(N)cc1
i,5.2,i,O=C(COC(=O)COc1ccccc1)Nc1ccc(Cl)cn1
i,2.2,i,O=C(COC(=O)c1cc([N+](=O)[O-])ccc1N1CCOCC1)c1ccc(F)cc1
i,0.9,i,CC(C(=O)N1CCc2ccccc21)n1cnc2c1c(=O)n(C)c(=O)n2C (stereo not given)
i,-2.0,i,CC(C)c1ccccc1
i,1.6,i,O=C(COc1cccc(C(F)(F)F)c1)NNC(=O)c1ccc(=O)[nH]c1
i,8.3,i,Cn1c(C=O)c(C#CC(C)(C)O)c2ccccc21
i,0.3,i,Cc1ccnc2nc(C(=O)OCC(=O)N(Cc3ccccc3)C(C)(C)C)nn12
i,-4.2,i,C=CCN(c1ccccc1)S(=O)(=O)c1cccc(C(=O)NCc2ccco2)c1
i,8.2,i,CSc1ncccc1C(=O)OCC(=O)Nc1ccc(C)c(S(=O)(=O)N2CCOCC2)c1
i,-2.0,i,O=C(NNC(=O)c1ccc(Cl)nc1)c1ccncc1
i,-2.7,i,CCn1c(SCC(=O)NC2CC2)nnc1-c1cccs1
i,2.3,i,Cn1c(N)c(C(=O)COC(=O)Cc2ccccc2F)c(=O)n(C)c1=O
i,2.4,i,O=C1C(=O)N(CCCn2ccnc2)C(c2ccc([N+](=O)[O-])cc2)/C1=C(\O)c1ccc2c(c1)OCCO2 (stereo not given)
i,4.5,i,COc1ccc(NC(=O)COC(=O)c2cccc(S(=O)(=O)N3CCCCC3)c2)c(OC)c1
i,-1.1,i,O=C(NCC(=O)N1CCN(Cc2ccccc2)CC1)c1cccs1
i,0.6,i,Cc1nnc(SCC(=O)N(C2CCCCC2)C2CCS(=O)(=O)C2)n1C (stereo not given)
i,-5.9,i,Nc1cc(Cl)ccc1C(=O)OCC(=O)NC1CCCCCCC1
i,-4.6,i,COc1ccccc1CN(C)C(=O)CN1CCN(C(=O)c2cccs2)CC1
i,-0.5,i,CC1CCCC(C)N1C(=O)COC(=O)CNC(=O)c1ccccc1 (stereo not given)
i,0.4,i,CC1Cc2ccccc2N1C(=O)COC(=O)c1cccc(Br)c1 (stereo not given)
i,-1.7,i,CCN(C(=O)COC(=O)Cc1c(F)cccc1Cl)c1c(N)n(Cc2ccccc2)c(=O)[nH]c1=O
i,-8.4,i,CCCC(C)C(=O)Nc1cc(S(=O)(=O)N2CCCCC2)ccc1N1CCOCC1 (stereo not given)
i,6.8,i,O=C(NCC(c1ccco1)N1CCCC1)c1sc2cc(F)ccc2c1Cl (stereo not given)
i,4.1,i,CCCc1cc(=O)[nH]c(SCC(=O)Nc2ccc(S(=O)(=O)N3CCCC3)cc2)n1
i,-4.6,i,COc1ccccc1CNC(=O)c1ccc(NC(=O)CC2SC(N3CCCC3)=NC2=O)cc1 (stereo not given)
i,7.5,i,CCc1ccc(N2CC(C(=O)OCc3csc(CC(=O)Nc4ccccc4C)n3)CC2=O)cc1 (stereo not given)

# Next section
ANO1 activ,HDAC3 inhib,KCNK3 block,mol
i,5.3,i,COc1cccc(N2CCN(C(=O)c3ccccc3SCC(=O)NCc3ccco3)CC2)c1
i,-8.6,i,Cn1cccc1C(=O)OCC(=O)N1CCN(c2ccccc2)CC1
i,1.6,i,CCOc1ccc(NC(=O)CC(NC(C)=O)c2ccccc2)cc1S(=O)(=O)N1CCCC1 (stereo not given)
i,-9.5,i,Cc1noc(C)c1COC(=O)c1cc(S(=O)(=O)N2CCOCC2)ccc1Cl
i,-1.5,i,CN(CC(=O)Nc1ccc(Cl)c(Cl)c1)C(=O)c1cccc2cccnc12
i,3.2,i,Cc1ccc(S(=O)(=O)N2CCCC2)cc1C(=O)NCCOc1ccccc1
i,6.0,i,NC(=O)C1CCN(c2oc(-c3ccc(F)cc3)nc2S(=O)(=O)c2ccccc2)CC1
i,-3.7,i,COc1ccc(CC(=O)N(C)CC(=O)Nc2ccccc2Cl)cc1S(=O)(=O)N1CCOCC1
